# Screens from PubChem BioAssay.
# LMNA splice mod: modulators of lamin A splicing | HeLa LMNA splicing GFP/RFP minigene ratio, 48 h | actives 0.01% (n = 200,000) | Potency, µM (highest dose often 46.1 µM), for the others: at the highest dose ratio change, negative = inhibition, most hits filed as inhibitors; active = well fitted inhibition curve with a large enough effect in the signal ratio, with a control signal flat, not every such curve was filed as active; inconclusive = small, poorly fitted or top-dose-only effect, or effect the other way, or a change in a side signal; the % refers to the signal ratio; also: % is scaled to controls: 0 for no effect and ±100 for the full control effect
#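 S3 HeLa stable clones carrying a lamin A-EGFP splicing minigene plus DsRed2 were seeded at 600 cells/well in Opti-MEM with 2% FBS, pin-dosed and incubated 48 h at 37°C. Acumen cytometry (488 nm) gave the GFP/RFP total-intensity ratio.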
# SMN2 splice enh: enhancers of SMN2 splice variant expression. HEK293 SMN2-luciferase splicing reporter, luminescence, 30-36 h. Potency, µM (doses to about 46.1 µM), inactives show top-dose activity change, positive = activation, most hits filed as activators. actives 2.8% (n = 210,000). AID 1458; also: % of control where 0% means no effect; nearly all actives have a fitted effect of over 55% in size
#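 qHTS luciferase splicing reporter: luminescence rises when SMN2 exon 7 is included in transfected HEK293 cells. Compound exposure lasted 30-36 h at 37C, with 4.5 mM final sodium butyrate as control, followed by a ONE-Glo read.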
# TexasRed fluor: alters Texas Red total fluorescence, flagging assay interference; actives 0.29% (n = 280,000); AID 1479; TRb/SRC2 Texas Red total fluorescence interference; Potency, µM (highest dose often 106 µM), for inactives: top-dose fluorescence change, negative = quenching; active = well fitted curve in either direction with a large enough effect; inconclusive = small, poorly fitted or top-dose-only effect; also: % is scaled to controls: 0 for no effect and ±100 for the full control effect
#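 Human TRβ ligand-binding domain (0.6 uM) and Texas Red SRC2 peptide (20 nM) in Tris buffer with 1 uM T3 and 5% DMSO were incubated with pinned compound for 5 hr at ambient temperature. Total fluorescence was computed as S + 2P (555/632 nm).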
# ALDH1A1 inh: ALDH1A1 (human) enzyme inhibition. Purified ALDH1A1, NADH fluorescence, propionaldehyde substrate. actives 7.3% (n = 220,000). Potency, µM (highest dose often 75.3 µM), for inactives: at the top dose activity, negative = inhibition, usual class: inhibitors; active = well fitted inhibition curve with a large enough effect, not every such curve was filed as active; inconclusive = small, poorly fitted or top-dose-only effect, or another doubt; inactive = no such curve, though single readings can be large or run the other way;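 also: plate controls were no enzyme wells and a reference inhibitor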
# TRb SRC2 PPI: inhibitors of human thyroid hormone receptor beta-SRC2 interaction; TRbeta-SRC2 peptide binding, fluorescence polarization; receptor liganded with 1 µM T3; Potency, µM (titrated, usually from 106 µM), inactives show at the top dose activity change, negative = inhibition, most hits filed as inhibitors; actives 0.065% (n = 280,000); AID 1469;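 also: plate controls were bound peptide for no effect and peptide without receptor for full effect; nearly all actives have a fitted effect of over 50% in size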
#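 Read-out is fluorescence polarization (555 nm excitation, 632 nm emission) of a Texas Red SRC2 coactivator peptide; loss of signal reflects blocked binding to human TRb ligand-binding domain in the presence of 1 uM T3.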
# GoLoco inh red: RGS12 GoLoco-Gai1 interaction inhibition; Potency, µM (titrated, usually from 61.6 µM), inactives show top-dose activity, negative = inhibition, most hits filed as inhibitors; actives 0.44% (n = 230,000); P63096; AID 880; Gai1:RGS12 GoLoco peptide FP, rhodamine, 10 min; active = well fitted inhibition curve with a large enough effect, not every such curve was filed as active; inactive = no such curve, though single readings can be large or run the other way; also: % is scaled to controls: 0 for no effect and ±100 for the full control effect; nearly all actives have a fitted effect of over 30% in size; many of its hits are not listed in these tables
# RECQ1 inh: inhibitors of human RECQ1 DNA helicase | P46063 | RECQ1 DNA unwinding, red fluorescence kinetic read | Potency, µM (series often up to 57.3 µM), for inactives: at the top dose activity, negative = inhibition, most hits filed as inhibitors | actives 0.54% (n = 240,000);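 also: plate controls were vehicle for no effect and no enzyme for full effect; nearly all actives have a fitted effect of over 30% in size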
# Target sequence (P46063 whole entry, looked up): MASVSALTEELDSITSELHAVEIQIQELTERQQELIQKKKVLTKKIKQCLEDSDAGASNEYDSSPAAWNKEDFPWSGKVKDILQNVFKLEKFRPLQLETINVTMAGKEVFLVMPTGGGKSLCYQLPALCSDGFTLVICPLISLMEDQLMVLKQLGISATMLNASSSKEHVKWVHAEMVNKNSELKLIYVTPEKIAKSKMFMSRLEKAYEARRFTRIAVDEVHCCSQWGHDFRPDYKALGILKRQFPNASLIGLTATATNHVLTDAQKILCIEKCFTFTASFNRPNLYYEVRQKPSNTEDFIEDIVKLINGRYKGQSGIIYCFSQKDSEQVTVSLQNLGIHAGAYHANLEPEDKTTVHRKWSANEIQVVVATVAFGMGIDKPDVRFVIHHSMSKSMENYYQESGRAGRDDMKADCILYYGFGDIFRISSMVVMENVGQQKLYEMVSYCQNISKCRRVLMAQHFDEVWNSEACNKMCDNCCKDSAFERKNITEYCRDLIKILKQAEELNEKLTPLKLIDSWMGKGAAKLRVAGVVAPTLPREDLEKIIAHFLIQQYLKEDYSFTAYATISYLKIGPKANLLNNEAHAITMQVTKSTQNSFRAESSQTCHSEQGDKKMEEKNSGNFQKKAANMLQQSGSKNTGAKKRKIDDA
#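 RECQ1T1 50 nM; forked duplex (20 bp + 30-nt ss tails) 200 nM, ATP 2 mM final; pH 8.0, 2 mM MgCl2, 2.5 ug/ml poly(dI-dC); 15 min compound preincubation; discontinuous kinetic read over 2 h at RT.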
# JMJD2E inh: blocks human JMJD2E demethylase activity; actives 1.6% (n = 230,000); JMJD2E catalytic domain, FDH-coupled NADH fluorescence (FDH is formaldehyde dehydrogenase); AID 2147; B2RXH2; Potency, µM (top dose mostly 57.1 µM), for inactives: top-dose activity change, negative = inhibition, most hits filed as inhibitors; active = well fitted inhibition curve with a large enough effect, not every such curve was filed as active; inconclusive = small, poorly fitted or top-dose-only effect, or another doubt; inactive = no such curve, though single readings can be large or run the other way;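 also: 0% = wells with enzyme and -100% = buffer wells without enzyme; nearly all actives have a fitted effect of over 50% in size; many of its hits are not listed in these tables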
# The depositor's hits bear a star; i = inactive; ? = inconclusive; nt = no result given; [ ] = another dose, or the depositor's remark. Unless noted, calls follow the shape of the dose curve; as a rule, active = well fitted curve in the direction sought with a large enough effect; inconclusive = small, poorly fitted or top-dose-only effect, or another doubt; inactive = no such curve, though single readings can be large; an effect the other way counts as inactive or inconclusive. Potency is read from the fitted curve at half-maximal effect. Some of the compounds tested; the hit share may differ from the screen's.
SMILES,LMNA splice mod,SMN2 splice enh,TexasRed fluor,ALDH1A1 inh,TRb SRC2 PPI,GoLoco inh red,RECQ1 inh,JMJD2E inh
COC(=O)c1onc(-c2c(Cl)cccc2Cl)c1C(=O)OC,nt,nt,0.1%,3.0%,0.3%,-4.4%,-8.2%,-3.4%
O=C(NCc1ccco1)c1cc(-c2ccccc2)c(N2CCOCC2)s1,6.2%,-4.1%,-2.0%,?,-8.9%,-1.7%,-7.2%,-16.5%
CC(=O)/C=C\C1[C@]2(C)CCCC(C)(C)C2CC[C@@]1(C)O (stereo not given in full),-10.4%,-6.7%,-3.6%,3.1%,4.4%,7.1%,-16.5%,-6.3%
CC1(c2nnc(Cc3ccccc3)o2)CC(c2cccc(Cl)c2)=NO1 (stereo not given),nt,nt,-3.1%,nt,-1.4%,9.8%,i,-20.4%
O=C(Cc1cccs1)N(Cc1cccs1)C1(C(=O)NC2CCCCC2)CCCCC1,8.3%,12.9%,-2.3%,2.5%,-2.5%,-3.0%,-13.3%,10.8%
COc1ccc(NC(=O)N2CCCC(c3nc(-c4ccc(F)cc4)no3)C2)cc1 (stereo not given),nt,nt,-0.9%[53 µM],-1.8%,1.3%[53 µM],6.4%,12.4%,-10.3%
Cc1cccc(NC(=S)c2nc3ccccc3s2)c1,?,17.8µM*,-0.8%,2.0%,-0.2%,10.9%,i,2.0%
CN1C(=O)NC(c2ccccc2)C2=C1CN(Cc1ccco1)C2=O (stereo not given),1.6%,?,1.1%,?,-20.5%,4.1%,i,-18.6%
Cc1[nH]c2ccccc2c1/C=N/NC(=O)c1cccc(F)c1,9.1%[46 µM],nt,-7.7%,-5.0%,3.7%,19.4%,-8.5%,-8.2%
CCOC(=O)C1C(=O)CC(C)(O)C(C(=O)OCC)C1c1ccc(NC(C)=O)cc1 (stereo not given),nt,?,-1.4%,7.8%,-0.2%,-7.6%,-1.9%,3.1%
CC(C)CN1C(=O)c2ccc(NC(=O)Cc3ccccc3)cc2C1=O,nt,8.7%,-2.3%,?,-1.0%,16.1%,i,5.1%
COC(=O)c1ccc(CSc2ncnc3c2oc2ccccc23)o1,2.6%,-16.2%,1.1%,4.1%,3.2%,1.1%,i,0.1%
CCN(CC)CCNC(=O)c1ccc(-n2c(C)cc3c2CCCC3=O)cc1,-8.0%[46 µM],3.4%,-0.6%,2.6%,-0.5%,5.3%,10.2%,5.9%
COc1ccc(-c2cc(-c3ccccc3)c(C#N)c(S(C)=O)n2)cc1 (stereo not given),?,-26.3%,0.7%,?,7.7%,5.0%,i,?
Cc1ccc(N/N=C/c2c(O)cc(C)oc2=O)cc1,?,-46.4%[inhibitor],4.4%,?,-1.8%,13.8%,-5.8%,-23.4%

# Overlap with the part before: seven entries, then new ones.
SMILES,LMNA splice mod,SMN2 splice enh,TexasRed fluor,ALDH1A1 inh,TRb SRC2 PPI,GoLoco inh red,RECQ1 inh,JMJD2E inh
Cc1[nH]c2ccccc2c1/C=N/NC(=O)c1cccc(F)c1,9.1%[46 µM],nt,-7.7%,-5.0%,3.7%,19.4%,-8.5%,-8.2%
CCOC(=O)C1C(=O)CC(C)(O)C(C(=O)OCC)C1c1ccc(NC(C)=O)cc1 (stereo not given),nt,?,-1.4%,7.8%,-0.2%,-7.6%,-1.9%,3.1%
CC(C)CN1C(=O)c2ccc(NC(=O)Cc3ccccc3)cc2C1=O,nt,8.7%,-2.3%,?,-1.0%,16.1%,i,5.1%
COC(=O)c1ccc(CSc2ncnc3c2oc2ccccc23)o1,2.6%,-16.2%,1.1%,4.1%,3.2%,1.1%,i,0.1%
CCN(CC)CCNC(=O)c1ccc(-n2c(C)cc3c2CCCC3=O)cc1,-8.0%[46 µM],3.4%,-0.6%,2.6%,-0.5%,5.3%,10.2%,5.9%
COc1ccc(-c2cc(-c3ccccc3)c(C#N)c(S(C)=O)n2)cc1 (stereo not given),?,-26.3%,0.7%,?,7.7%,5.0%,i,?
Cc1ccc(N/N=C/c2c(O)cc(C)oc2=O)cc1,?,-46.4%[inhibitor],4.4%,?,-1.8%,13.8%,-5.8%,-23.4%
O=C(O)C1(NS(=O)(=O)c2ccc(F)c(Cl)c2)CCCCC1,18.2%,?,0.3%,9.5%,8.6%,4.4%,-8.8%,-0.3%
O=C(/C=C/c1ccccc1Cl)NCc1cccs1,-9.4%,13.3%[1.84 µM],-2.4%,?,0.4%,6.9%,-2.5%,-4.5%
CCc1ccc(NC(=O)C(=O)NCCN2CCN(Cc3ccc([N+](=O)[O-])cc3)CC2)cc1,?,-62.6%[inhibitor],-1.6%,0.1%,-12.6%,2.1%,-2.9%,1.3%
CC(C(=O)NCc1ccco1)n1cc([N+](=O)[O-])cn1 (stereo not given),12.1%[46 µM],-7.3%,-4.8%,8.1%,2.3%,-4.2%,i,8.8%
CN(C)C(C)(C)C#CCCCCC#CC(C)(C)N(C)C,?,-15.5%,0.8%,1.5%,2.2%,-8.3%,i,-6.1%
CN1CCN(C(=O)c2ccccc2NC(=O)Cc2ccccc2)CC1,6.4%,-3.8%,-4.9%,2.2%,-3.4%,-3.6%,-0.1%,-1.0%
C=CCn1c(SCC(=O)N2CCN(c3ccc(F)cc3)CC2)nnc1-c1ccco1,?,-63.1%[inhibitor],-3.9%,1.6%,-0.4%,-4.2%,-0.5%,0.6%
CCNS(=O)(=O)c1ccc(NC(=O)Nc2ccccc2OC)cc1,?,nt,-1.3%,24.9%,-0.1%,-0.8%,-9.0%,-4.9%
C/C(CCN1CCCCc2nc(C)c(C)cc21)=N\OC[C@@H](O)[C@@H]1O[C@@H]2OC(C)(C)O[C@@H]2[C@H]1O,nt,nt,-0.5%[11.2 µM],-15.6%[13.5 µM],-3.4%[11.2 µM],nt,-8.5%[11.5 µM],nt
NS(=O)(=O)c1cccc(NC(=O)COC(=O)C2CCN(S(=O)(=O)c3cccs3)CC2)c1,nt,nt,-0.8%,nt,-5.9%,8.1%,-7.8%,-1.4%
CC(=O)Nc1ccc2nc(SCC(=O)NCCOc3ccccc3)sc2c1,nt,-29.6%,-0.3%,5.1%,8.7%,5.6%,-0.7%,8.7%
Cc1ccc(C(=O)N2CCN3C(=O)c4ccccc4C23c2ccccc2)cc1 (stereo not given),nt,nt,2.9%,2.3%,3.2%,-1.5%,i,4.4%
Cc1cc(/C=N/NS(=O)(=O)c2ccc(F)c(Cl)c2)no1,nt,nt,-1.3%,-21.0%,-2.3%,-12.9%,11.4%,-0.3%
CCOC(=O)c1c(-c2ccccc2)csc1NC(=O)CCN1CCOCC1,?,-8.0%,-0.2%[53 µM],28.2µM*,-2.1%[53 µM],-10.8%,-1.5%,-7.7%
CCOC(=O)C1CCCN(C(=O)Cn2cnc3c2c(=O)n(C)c(=O)n3C)C1 (stereo not given),?,-3.6%,-4.1%,7.2%,0.3%,-6.4%,6.0%,2.2%
CCc1cc2c(NCCC(=O)O)nc(C)nc2s1,-3.7%,9.5%,-1.8%,?,1.8%,4.4%,-11.0%,?
